Screening results from PubChem.
TrxR1 substrate: rat thioredoxin reductase 1 substrate activity; purified TrxR1 substrate turnover, NADPH consumption readout; Potency, µM (series often up to 114 µM), for the others: at the highest dose activity change, negative = substrate turnover; hit rate 0.01% among 390,000; O89049; AID 588456; note: potency is the fitted concentration of half-maximal effect; % is set by controls: 0 for no effect and ±100 for the full control effect; nearly all actives have a fitted effect of over 50% in size
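Rat TrxR1, dispensed at 90 nM, was prereduced with 400 uM NADPH (final) for 5 min at ~22 deg C, then incubated with compound 15 min before 400 uM selenite. A first-read NADPH fluorescence drop versus no-compound background flagged substrates.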
Glioma ERSR ind: ER stress response induction in glioma | U87-MG GRP78 promoter luciferase reporter, 16 h | Potency, µM, for the others: top-dose activation, actives largely listed as activators | hit rate 0.02% among 420,000; note: potency is the fitted concentration of half-maximal effect; series mostly up to about 76 µM; % of control where 0% means no effect; nearly all actives have a fitted effect of over 35% in size
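Stably transfected U87-MG human glioma cells carrying a GRP78-based luminescent sensor were seeded at 1000 cells/well, pin-dosed with compounds and incubated 16 h. Luciferase reagent was then added, and end-point luminescence was read after 10 min at room temperature.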
Vif-APOBEC3G blk: blocks the Vif interaction with human APOBEC3G. Q9HC16. HeLa A3G-eYFP + Vif (tagged APOBEC3G with the HIV-1 protein that degrades it), YFP fluorescence, overnight. Potency, µM (titrated, usually from 46.1 µM), without a hit: at the highest dose activity, negative = active, most hits filed as inhibitors. hit rate 0.076% among 410,000;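 note: potency is the fitted concentration of half-maximal effect; % is set by controls: 0 for no effect and ±100 for the full control effect; nearly all actives have a fitted effect of over 60% in size; hits raise eYFP signal because A3G escapes Vif-driven loss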
Target sequence (Q9HC16 whole entry, looked up): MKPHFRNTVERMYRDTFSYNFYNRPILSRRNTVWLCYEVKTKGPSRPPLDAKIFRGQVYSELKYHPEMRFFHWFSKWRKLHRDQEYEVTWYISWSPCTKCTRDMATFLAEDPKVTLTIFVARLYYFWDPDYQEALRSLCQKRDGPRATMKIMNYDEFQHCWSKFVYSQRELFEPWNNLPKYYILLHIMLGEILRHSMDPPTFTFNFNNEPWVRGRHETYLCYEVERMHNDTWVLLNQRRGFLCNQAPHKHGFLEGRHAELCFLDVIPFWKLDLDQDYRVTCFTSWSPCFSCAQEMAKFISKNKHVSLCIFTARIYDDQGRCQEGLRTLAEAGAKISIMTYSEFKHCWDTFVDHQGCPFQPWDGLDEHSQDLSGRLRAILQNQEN
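HeLa cells stably expressing Vif and C-terminally eYFP-tagged A3G, seeded overnight at 37 deg C, then exposed to compound by pintool overnight at 37 deg C. Rise in yellow fluorescence (Ex 488/Em 500-530, Acumen) marks blocked Vif-driven A3G degradation.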
mIDH1 inhibitor: inhibitors of human mutant IDH1 R132H; Potency, µM (top dose mostly 76.6 µM), for the others: top-dose activity change, negative = inhibition, most hits filed as inhibitors; hit rate 0.093% among 390,000; IDH1-R132H enzyme, NADPH consumption, diaphorase/resazurin fluorescence; note: potency is the fitted concentration of half-maximal effect; % is set by controls: 0 for no effect and ±100 for the full control effect; nearly all actives have a fitted effect of over 65% in size
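IDH1-R132H (0.5 ug/mL dispensed) in pH 7.5 Tris buffer was preincubated 30 min with compound, then given a substrate mix of 0.016 mM NADPH and 2 mM alpha-KG for 80 min at room temperature; remaining NADPH was read by diaphorase/resazurin fluorescence.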
Vif-A3F inh: Vif-A3F binding inhibition. HeLa A3F-eYFP + Vif (tagged APOBEC3F with the HIV-1 protein that degrades it), YFP fluorescence increase. Potency, µM (highest dose often 46.1 µM), without a hit: at the top dose activity, negative = active. hit rate 0.2% among 390,000; note: potency is the fitted concentration of half-maximal effect; % of control where 0% means no effect; nearly all actives have a fitted effect of over 65% in size
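Fluorescence increase (Ex 488/Em 500-530) after overnight compound treatment at 37 deg C flags inhibition of Vif-driven A3F-eYFP loss in stable HeLa A3F-eYFP/Vif cells seeded overnight beforehand.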
LDHA block: LDHA (human) enzyme inhibition; purified LDHA, NADH/diaphorase-resazurin fluorescence; hits give low values; hit rate 0.15% among 480,000; AID 1347041; activity change, % (values are at about 110 or 230 µM); P00338; in the data active = activity change below about -30%; inconclusive = mostly about -25% to -30%;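 note: plate controls were DMSO wells for no effect and wells without enzyme for full effect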
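LDH5 2 nM; NADH 0.06 mM, pyruvate 0.2 mM; 200 mM Tris pH 7.4, EDTA, Tween-20; 5 min RT. Detection: diaphorase 0.133 mg/mL + resazurin 37 µM, fluorescence ex540/em590 at 0 and 20 min; normalized to enzyme-free and DMSO wells.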
RXFP1 agonist: activates the human relaxin receptor RXFP1. Q9HBX9. HEK293T-RXFP1 cAMP TR-FRET, 30 min; response scale: percent of porcine relaxin response, buffer zero. Potency, µM (highest dose often 57.5 µM), for the others: at the top dose activation, usual class: activators. hit rate 0.3% among 370,000. AID 2676; note: potency is the fitted concentration of half-maximal effect; % is set by controls: 0 for no effect and ±100 for the full control effect; nearly all actives have a fitted effect of over 60% in size; many of its hits are not listed in these tables
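Agonist response is measured as cAMP accumulation in an RXFP1-transfected HEK293T line under PDE4 inhibition. Values are scaled between buffer-only and 29 nM porcine relaxin, and EC50s come from standard Hill equation fits.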
PI4K2A block: blocks human PI4K2A kinase activity; AID 1346378; Q9BTU6; hit rate 0.13% among 420,000; purified PI4K2A, ADP-Glo luminescence, 1 h; hits give low values; activity change, negative = inhibition, % at 76.9 µM; in the data active = activity change below about -50%; inconclusive = mostly about -30% to -49%;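 note: -100% = wells without enzyme as full effect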
Target sequence (Q9BTU6 whole entry, looked up): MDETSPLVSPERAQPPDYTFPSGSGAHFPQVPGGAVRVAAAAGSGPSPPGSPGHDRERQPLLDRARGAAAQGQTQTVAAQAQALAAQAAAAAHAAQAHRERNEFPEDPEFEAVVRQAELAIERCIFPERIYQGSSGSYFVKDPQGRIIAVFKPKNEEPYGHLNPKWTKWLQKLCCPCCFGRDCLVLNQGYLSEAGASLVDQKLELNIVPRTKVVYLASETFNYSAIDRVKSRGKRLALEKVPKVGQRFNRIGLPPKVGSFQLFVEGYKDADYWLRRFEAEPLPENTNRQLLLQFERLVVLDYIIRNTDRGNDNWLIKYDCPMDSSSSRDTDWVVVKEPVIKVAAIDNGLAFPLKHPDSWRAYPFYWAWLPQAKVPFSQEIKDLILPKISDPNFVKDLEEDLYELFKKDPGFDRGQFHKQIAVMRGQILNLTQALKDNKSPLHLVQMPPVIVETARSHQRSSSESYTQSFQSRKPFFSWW
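Compounds are screened against recombinant PI4K2A using PI as substrate and ATP, the latter dispensed at 300 microM. Reactions run one hour at ambient temperature before ADP-Glo detection; full inhibition defined by wells lacking enzyme.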
USP1-UAF1 inh: USP1/UAF1 (human) deubiquitinase inhibition | O94782 | recombinant USP1/UAF1, Ub-Rhodamine cleavage fluorescence | Potency, µM (highest dose often 57.1 µM), without a hit: at the top dose activity change, negative = inhibition, actives largely listed as inhibitors | hit rate 0.23% among 390,000 | AID 743255; note: potency is the fitted concentration of half-maximal effect; % is set by controls: 0 for no effect and ±100 for the full control effect; nearly all actives have a fitted effect of over 60% in size; inactives centre near -12
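USP1/UAF1 complex (1 nM) preincubated 15 min at room temperature with compound, then Ub-Rho substrate (150 nM final) added. Kinetic fluorescence at 480/540 nm over 6 reads at 60 s intervals; 50 mM HEPES pH 7.8, 0.5 mM EDTA, 0.1 mg/ml BSA, 1 mM TCEP, 0.01% Tween-20.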
* hit, by the source's call; ? = inconclusive; . = not tested or not shown; & = joins results of further samples; [ ] = dose if it differs, or a comment. Unless noted, calls come from the whole dose curve; as a rule, active = well fitted curve in the direction sought with a large enough effect; inconclusive = small, poorly fitted or top-dose-only effect, or another doubt; inactive = no such curve, though single readings can be large; an effect the other way counts as inactive or inconclusive. An excerpt; count on the stated rates, not on these rows.

SMILES	TrxR1 substrate	Glioma ERSR ind	Vif-APOBEC3G blk	mIDH1 inhibitor	Vif-A3F inh	LDHA block	RXFP1 agonist	PI4K2A block	USP1-UAF1 inh
CN(C)C(=S)NC(=O)C(c1ccccc1)c1ccccc1	0%[57.1 µM]	-4%	-9%	2%	1%	-1	1.3%	4	-3%
CCOC(=O)c1c(-c2ccc(OC)cc2)csc1NC(=O)COc1ccc2c(C)cc(=O)oc2c1	-3%	-1%	-1%	1%	-5%	-2	-2.8%	3	-15%
CCO[C@H]1OC(C(=O)N2CCN(C)CC2)=C[C@@H](c2ccc(Br)cc2)[C@@H]1CCCO	2%	-2%	0%	18%	4%	-6	1.0%	-2	-17%
Cc1ccc(C)c(N2CCN(S(=O)(=O)c3ccc(-c4ccc(=O)[nH]n4)o3)CC2)c1	8%	-2%	-19%	0%	7%	-3	0.4%	-3	-32%
O=C(Nc1ccc(S(=O)(=O)N2CCCCCC2)cc1)c1c(F)cccc1F	-3%	7%	2%	-3%	1%	-6	-1.0%	3	-7%
Cc1cccc(N(Cc2ccccc2)C(=O)c2ccccc2F)c1	-5%	2%	-1%	0%	0%	0	1.6%	4	-24%
Cc1noc(C)c1S(=O)(=O)N(C)C[C@H]1Oc2ccc(NS(=O)(=O)c3ccccc3)cc2C(=O)N([C@H](C)CO)C[C@@H]1C	2%	-3%	3%	0%	6%	0	.	-3	-16%
CC(C)(C)n1nc2c(c1NC(=O)Cc1ccccc1)CS(=O)(=O)C2	10%[57.1 µM]	0%	0%	18%	2%	-4	-0.2%	-1	-8%
COc1ccc(Nc2nc(-c3ccccc3F)nc3ccccc23)cc1OC	-7%	6%&-3%	-6%&0%	0%&0%	0%&4%	-4&-10	0.0%&0.8%	-6&2	-7%&-16%
CS(=O)(=O)Nc1ccc(C(=O)Nc2ccccc2-c2ccccc2)cc1	8%	-4%	2%	-8%	1%	0	-0.3%	-6	-10%
Cc1cc(-n2c(C)cc(C(=O)CSc3nnnn3-c3ccccc3)c2C)no1	4%[57.1 µM]	-3%	-2%	-5%	1%	-1	-0.6%	9	-18%
CCOC(=O)C(=O)N(C)c1c(CC)nc2c(OCc3ccccc3C)cccn12	.	-3%	-2%	.	.	1	.	1	.
Cc1c(NC(=O)COC(=O)c2ncc(Cl)c(Cl)c2Cl)c(=O)n(-c2ccccc2)n1C	-5%	-3%	-3%	2%	3%	-4	0.8%	3	-17%
C(=N\c1nccs1)/c1c[nH]c2ccccc12	-11%[57.1 µM]	-4%	0%	5%	7%	4	1.8%	0	-20%
CC(C)CC(NC(=O)c1cccs1)c1nnc(SCc2ccc(Cl)c(Cl)c2)n1C (centres undefined)	-6%	-5%	-9%	-2%	-5%	-1	0.9%	-4	-26%

Nine compounds from above, ordered by molar mass, low to high:
SMILES	TrxR1 substrate	Glioma ERSR ind	Vif-APOBEC3G blk	mIDH1 inhibitor	Vif-A3F inh	LDHA block	RXFP1 agonist	PI4K2A block	USP1-UAF1 inh
CN(C)C(=S)NC(=O)C(c1ccccc1)c1ccccc1	0%[57.1 µM]	-4%	-9%	2%	1%	-1	1.3%	4	-3%
Cc1cccc(N(Cc2ccccc2)C(=O)c2ccccc2F)c1	-5%	2%	-1%	0%	0%	0	1.6%	4	-24%
CC(C)(C)n1nc2c(c1NC(=O)Cc1ccccc1)CS(=O)(=O)C2	10%[57.1 µM]	0%	0%	18%	2%	-4	-0.2%	-1	-8%
COc1ccc(Nc2nc(-c3ccccc3F)nc3ccccc23)cc1OC	-7%	6%&-3%	-6%&0%	0%&0%	0%&4%	-4&-10	0.0%&0.8%	-6&2	-7%&-16%
Cc1cc(-n2c(C)cc(C(=O)CSc3nnnn3-c3ccccc3)c2C)no1	4%[57.1 µM]	-3%	-2%	-5%	1%	-1	-0.6%	9	-18%
CCOC(=O)C(=O)N(C)c1c(CC)nc2c(OCc3ccccc3C)cccn12	.	-3%	-2%	.	.	1	.	1	.
Cc1ccc(C)c(N2CCN(S(=O)(=O)c3ccc(-c4ccc(=O)[nH]n4)o3)CC2)c1	8%	-2%	-19%	0%	7%	-3	0.4%	-3	-32%
CCO[C@H]1OC(C(=O)N2CCN(C)CC2)=C[C@@H](c2ccc(Br)cc2)[C@@H]1CCCO	2%	-2%	0%	18%	4%	-6	1.0%	-2	-17%
CC(C)CC(NC(=O)c1cccs1)c1nnc(SCc2ccc(Cl)c(Cl)c2)n1C (centres undefined)	-6%	-5%	-9%	-2%	-5%	-1	0.9%	-4	-26%

Later entries.
SMILES	TrxR1 substrate	Glioma ERSR ind	Vif-APOBEC3G blk	mIDH1 inhibitor	Vif-A3F inh	LDHA block	RXFP1 agonist	PI4K2A block	USP1-UAF1 inh
O=C(NNC1=NCCN1Cc1ccccc1)c1cccc(C(F)(F)F)c1	-17%[57.1 µM]	2%	3%	5%	-10%	-1	1.9%	2	-7%
Cc1nn(-c2ccccc2)c(Cl)c1/C=N\NC(=O)c1cncc(Br)c1	-3%	-5%	2%	13%	2%	-6	1.7%	-18	-13%
COC(=O)C(C)(C(=O)OC)c1ccc(C(F)(F)F)cc1[N+](=O)[O-]	4%[57.1 µM]	2%	0%	4%	1%	-6	-1.6%	2	-2%
Cc1ccc(NC(=O)c2c(C)nn(-c3ccccc3)c2-n2cccc2)c(Cl)c1	-8%	-2%	1%	0%	-7%	-1	0.3%	-3	3%
Cc1cc(C)c(C)c(S(=O)(=O)NNC(=O)c2cccc(S(=O)(=O)N3CCOCC3)c2)c1C	-2%	-6%	1%	1%	8%	5	3.0%	-1	-17%
CN1CCN(CC(=O)N2c3ccccc3C(=O)Nc3cccnc32)CC1	-3%[57.1 µM]	1%&-6%&-4%&-1%&-4%	.	.	.	.	0.9%	-7	.
C=CCc1cc(C)cc(C)c1OCCn1cncn1	10%	-1%	1%	10%	.	-1	0.5%	5	-9%
CC(O)[C@H](NC(=O)C1(c2ccccc2)CCN(C(=O)OC(C)(C)C)CC1)C(=O)O (some centres undefined)	-3%	-2%	2%	5%	-11%	-4	-0.1%	0	-13%
CCCOc1ccc(CCC(=O)N/N=C/c2ccc([N+](=O)[O-])o2)cc1	-3%	0%	-30%	-9%	-22%	0	-1.7%	-1	-24%
Cc1cc(C)c(S(=O)(=O)Nc2ccc3oc4c(c3c2)C(=O)CC(C)(C)C4)cc1C	-2%	-3%	3%	-12%	1%	-15	-1.4%	-3	-23%
CC1CN(C(=O)CCC(=O)NCc2cccs2)c2ccccc2O1 (centres undefined)	3%	-2%	0%	-8%	-3%	-2	-0.1%	2	-13%
O=C(C1CCC1)N1CCN(S(=O)(=O)c2ccc(Br)cc2Cl)CC1	-1%	-3%	1%	2%	-5%	-7	-0.9%	4	-1%
COC(=O)c1ccc(O)c(Sc2cc(C(=O)OC)ccc2O)c1	-8%	-1%	2%	-2%	6%	6	0.7%	-5	1%
Cc1ccc(S(=O)(=O)O)c(C)c1N1CCCC1=O	1%	-2%	1%	6%	0%	0	0.4%	0	-16%
Cc1cc(NC(=O)CCc2ccc(-c3ccccc3)o2)no1	6%	5%	2%	-9%	-2%	-3	-0.3%	-2	-9%
CCCn1c(N)c(C(=O)CN(C)CC(=O)Nc2ccccc2C(F)(F)F)c(=O)[nH]c1=O	1%	-2%	5%	5%	5%	2	-1.7%	-1	-18%
O=C(C[n+]1cn(C(F)F)c2ccccc21)c1ccc(OC(F)F)cc1	9%[57.1 µM]	8%	2%	2%	0%	-3	0.9%	7	0%
COc1cccc(-c2ccc3c(c2)S(=O)(=O)c2cccc(C(=O)O)c2C3=O)c1OC	-10%	0%	0%	-16%	-1%	-7	0.3%	-4	-1%
CC(C)n1c(NCc2cccs2)nc2ccccc21	5%	-3%	1%	1%	4%	-6	-1.2%	2	-7%
NC(=O)C1=C[C@@H](c2coc3ccccc3c2=O)C[C@@H](OCc2ccc(CO)cc2)O1	7%	-5%	1%	-1%	3%	1	-1.4%	-2	-11%
COc1cc(/C=N/NC(=O)c2ccccn2)cc2c1OCO2	1%[57.1 µM]	-3%	1%	10%	-5%	-4	1.1%	-1	-7%
CCCCCCSc1cc(-c2nc3ccc(Cl)cn3c2NCCCC)ccc1OC	12%	-7%	0%	-9%	3%	1&1	4.6%	-2&2	-27%
CCOC(=O)c1[nH]c(C)c(CCC(=O)Nc2cc(C)ccc2OC)c1C	3%[57.1 µM]	-3%	-1%	-10%	3%	-1	3.0%	1	18%
Cc1ccc(NC(=O)c2cc(-c3cccs3)nc3ccccc23)c(C)c1	26%	-3%	0%	0%	1%	-7	?	-3	-22%
Cc1ccc(N=Nc2c(=O)[nH]n3c(C)cc(C)nc23)cc1	8%[57.1 µM]	-4%	3%	3%	4%	1	-0.2%	-27	-3%
Cc1ccccc1NC(=O)Cn1c(=O)n(Cc2ccc3c(c2)OCO3)c(=O)c2oc3ccccc3c21	6%	-2%	1%	6%	-3%	-7	?	1	-22%
